ABHD5-PLIN5 inh: ABHD5-PLIN5 interaction inhibitors, primary screen, cell lysate, split luciferase complementation, luminescence | 360,000 compounds, 0.78% hits | Split G. princeps luciferase complementation, 4 h | inhibition, % at 4 µM | AID 602281, 2012 | Perilipin-5 (Homo sapiens) + 1-acylglycerol-3-phosphate O-acyltransferase ABHD5 (Homo …;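 active means inhibition above the mean inhibition across every tested compound plus 3 SD, cut at about 22% in these data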;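 further: 0% = DMSO only wells and the 100% control is not disclosed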
Cardio protect: cardioprotection against H2O2-induced cell death, primary screen, uHTS, H9c2 cells, ATPLite luminescence; H9c2 cardiomyocytes, H2O2 injury protection, 2 h; protection from H2O2 cell death, % at 20 µM; 360,000 compounds, 0.63% hits; AID 588492, 2011;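 active means compounds giving at least 50% protection of heart cells from peroxide-induced death in the single-dose screen, raw or plate-pattern-corrected value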;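 further: 0% = DMSO wells with peroxide and 100% = DMSO wells without peroxide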
HTR2A ag: mouse Htr2a agonists via beta-arrestin recruitment, primary screen, cell-based, luminescence. activation, % at 7.6 µM. 360,000 compounds, 0.66% hits. CHO-K1 mHTR2A beta-arrestin complementation; percent of 30 µM serotonin response. AID 624169, 2012. 5-hydroxytryptamine receptor 2A (Mus musculus), P35363;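 active means activation above a run cutoff, the mean activation of all tested compounds plus 3 SD, cut at about 14% in these data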;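 further: 0% = plate median of compound wells and 100% = 30 µM serotonin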
MC4R ag barr: MC4R agonists recruiting beta-arrestin, primary screen, cell-based, luminescence, agonist arm of biased-ligand search; 360,000 compounds, 0.98% hits; U2OS MC4R beta-arrestin complementation; percent of melanotan II response, DMSO zero; Melanocortin receptor 4 (Homo sapiens), P32245; activation, % at 8.9 µM;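 active means activation above a per-plate cutoff, the mean activation of sample wells on that plate plus 3 SD, cut at about 8% in these data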
MC4R antagonist: MC4R antagonists of cAMP signaling, primary screen, cell-based, TR-FRET, antagonist arm of biased-ligand search; MC4R-expressing cells, MTII-stimulated cAMP, LANCE TR-FRET; inhibition, % at 6.5 µM; 360,000 compounds, 0.48% hits;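 active means inhibition above its plate's cutoff, the mean of tested wells on that plate plus 3 SD, cut at about 29% in these data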;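 further: 0% = Melanotan II alone and 100% = Melanotan II plus saturating MCL0020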
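Assay system: U2OS cells stably expressing human melanocortin 4 receptor (MC4R) / Dosing: 6.5 µM / Timing: compound 30 min, challenge 1 h, detection 1 h / Measured by: Eu-cAMP/anti-cAMP TR-FRET, emission 671 nm / Replicates: singlicate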
ABCB6 inh MLPCN: ABCB6 transporter inhibitors, primary screen, K562-ABCB6 cells, flow cytometry, MLPCN library. K562-ABCB6 porphyrin accumulation, 1 h; hits give low values. fluorescence ratio to DMSO, % at 10 µM. 360,000 compounds, 0.19% hits;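 active means fluorescence ratio to DMSO below 75%, the collection mean minus 3 SD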;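 further: signal is porphyrin accumulated inside mitochondria; 100% equals median channel fluorescence of DMSO control wells; lower ratio means ABCB6 inhibition with less porphyrin fluorescence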
Target sequence (Q9NP58 whole entry, looked up): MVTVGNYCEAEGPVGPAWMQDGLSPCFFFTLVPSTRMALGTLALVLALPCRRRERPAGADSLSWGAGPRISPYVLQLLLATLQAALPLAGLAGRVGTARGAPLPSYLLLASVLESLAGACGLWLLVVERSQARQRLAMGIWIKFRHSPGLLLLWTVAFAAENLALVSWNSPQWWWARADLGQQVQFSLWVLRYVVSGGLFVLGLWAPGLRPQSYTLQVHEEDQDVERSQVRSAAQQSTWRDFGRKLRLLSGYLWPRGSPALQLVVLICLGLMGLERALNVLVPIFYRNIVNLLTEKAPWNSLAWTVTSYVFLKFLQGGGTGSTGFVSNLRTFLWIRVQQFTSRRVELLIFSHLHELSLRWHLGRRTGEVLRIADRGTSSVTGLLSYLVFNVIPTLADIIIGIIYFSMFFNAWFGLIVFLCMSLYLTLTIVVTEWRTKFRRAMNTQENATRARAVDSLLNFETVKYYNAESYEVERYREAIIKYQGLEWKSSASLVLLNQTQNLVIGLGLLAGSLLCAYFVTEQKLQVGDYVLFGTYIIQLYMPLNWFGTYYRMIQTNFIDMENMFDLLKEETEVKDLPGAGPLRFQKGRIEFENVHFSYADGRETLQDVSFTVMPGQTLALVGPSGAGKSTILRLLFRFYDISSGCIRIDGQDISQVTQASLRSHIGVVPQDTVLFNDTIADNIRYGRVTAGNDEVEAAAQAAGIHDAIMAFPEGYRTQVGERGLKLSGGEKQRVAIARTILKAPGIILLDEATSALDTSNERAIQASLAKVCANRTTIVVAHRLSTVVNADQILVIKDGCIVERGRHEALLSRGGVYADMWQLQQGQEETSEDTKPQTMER
Glyco luc inh: increase of ERlucT glycosylation luciferase signal, primary screen, N-linked glycosylation inhibitor project, D54 ERlucT cells, luminescence, set 2; 360,000 compounds, 0.23% hits; D54 ERlucT glycosylation luciferase reporter, 24 h; percent of 100 nM tunicamycin response; reporter increase, % at 12.5 µM;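 active means mean luciferase reporter signal, scaled so untreated is 0 and the glycosylation-blocking control 100, at or above a set limit in every replicate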;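 further: luciferase carries N-glycosylation sites so blocking glycosylation raises the light; 0% = median of neutral control wells and 100% = median of 100 nM tunicamycin wells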
SRC2 inh: inhibition of GAL4-SRC2 driven luciferase reporter, primary screen, SRC2 inhibitor project, cell-based, luminescence. Nuclear receptor coactivator 2 (Homo sapiens), Q15596. HEK293 GAL4-SRC2 luciferase reporter. inhibition, % at 9 µM. 370,000 compounds, 0.17% hits. AID 651957, 2012;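 active means inhibition above the mean inhibition of all tested compounds plus 3 SD, set per campaign, cut at about 52% in these data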;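 further: 0% = DMSO treated cells and 100% = cells given Gossypol at 36 µM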
TLR9-MyD88 block: inhibitors of TLR9-MyD88 association in cells, primary screen, cell-based, CHO, BLA complementation, fluorescence. 340,000 compounds, 0.21% hits. CCF4 FRET ratio. inhibition, % at 4.98 µM. AID 504734, 2011. Toll-like receptor 9 (Homo sapiens) + Myeloid differentiation primary response protein …;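 active means inhibition above the mean over all tested compounds plus 3 SD, cut at about 21% in these data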;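 further: 0% = DMSO only wells and 100% = clavulanate BLA inhibitor control wells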
NOD2-RIPK2 inh: NOD2-RIPK2 binding disruptors in cells, primary screen, fluorescence, CHO cells, BLA complementation; Receptor-interacting serine/threonine-protein kinase 2 (Homo sapiens), O43353; CCF4 ratio; inhibition, % at 4.98 µM; 360,000 compounds, 0.38% hits; in the data active means inhibition above about 21%;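 further: 0% = vehicle only and 100% = reference blocker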
The depositor's hits bear a star; . = no result given. This is a subset; rates above refer to the full screens.

SMILES | ABHD5-PLIN5 inh | Cardio protect | HTR2A ag | MC4R ag barr | MC4R antagonist | ABCB6 inh MLPCN | Glyco luc inh | SRC2 inh | TLR9-MyD88 block | NOD2-RIPK2 inh
CC(O)(c1ccccc1)c1nc(-c2cccc(C(=O)O)c2)cs1 (stereo not given) | 1 | -1 | 1 | -0.2 | 9 | 109 | 1 | -63 | . | -6
O=C(COC(=O)c1cc([N+](=O)[O-])ccc1NCCO)c1ccc(Cl)cc1 | 1 | 5 | -5 | 1.6 | 19 | 92 | 2 | 15 | -3 | 3
Cc1cccc(Nc2nnc(-c3ccc(N4CCOCC4)c([N+](=O)[O-])c3)c3ccccc23)c1 | 1 | 2 | 1 | -3.1 | 19 | 100 | -13 | 11 | 0 | -4
COc1ccc(/C=N/NC(=O)CCn2cnc3ccccc32)cc1 | -2 | 0 | 7 | -2.5 | 2 | 97 | 0 | 17 | . | -12
CCCCOCCCn1cnc2c([nH]c3cc(OC)ccc32)c1=O | -12 | -4 | -1 | -1.2 | 2 | 100 | -1 | -7 | -1 | 2
CCc1ccccc1NC(=O)NNS(=O)(=O)c1cc(C)ccc1C | -2 | 0 | -6 | -2.6 | 8 | 104 | 2 | 9 | -2 | -8
CCOC(=O)N1CCN(C(=S)NC(=O)C23CC4CC(CC(C4)C2)C3)CC1 | 1 | -6 | -1 | -1.1 | 2 | 94 | -1 | 13 | . | -5
CC1CCCCN1C(=O)CN1CCN(S(=O)(=O)c2ccc(Br)cc2Cl)CC1 (stereo not given) | -5 | 0 | -3 | -1.3 | -5 | 97 | -2 | 20 | -6 | 8
CC(C)CN(C(=O)C1CSC2(C)CCC(=O)N12)c1c(N)n(Cc2ccccc2)c(=O)[nH]c1=O (stereo not given) | -2 | -1 | -4 | -1.3 | 18 | 99 | 1 | -6 | 2 | -14
C=CCNC(=S)Nc1cccc([N+](=O)[O-])c1 | 4 | -6 | 2 | -2.7 | 12 | 102 | 2 | -10 | -3 | 1
CCc1ccccc1NC(=O)C/C(C)=N/NC(=O)COc1ccccc1C | -4 | -2 | 3 | 2.8 | 25 | 96 | 2 | -4 | -2 | -15
CN(CCOc1ccccc1)C(=O)CNC(=O)c1ccc(C(C)(C)C)cc1 | -1 | 0 | -8 | -2.5 | -4 | 96 | 2 | 13 | -5 | 2
CCN1CCN(CC(=O)Nc2sc3c(c2C#N)CCC3)CC1 | 7 | -3 | -1 | 3.0 | 5 | 104 | -1 | -7 | -3 | -15
COc1ccc(/C=C/C(=O)c2ccc3c(c2)OCO3)c(OC)c1 | 1 | -5 | -2 | -2.8 | 1 | 104 | -9 | -35 | 4 | 0
CCCCn1c(N)c(N(CCC(C)C)C(=O)COC(=O)c2ccc(CC)cc2)c(=O)[nH]c1=O | 6 | 1 | 7 | 0.1 | 5 | 95 | -2 | -13 | 0 | -7
O=C(O)c1c2c(nc3ccccc13)/C(=C/c1c(F)cccc1F)CCC2 | 2 | 6 | -3 | 0.2 | 4 | 88 | 2 | 14 | -5 | -1
CC1CCCCC1NC(=O)COc1cccnc1[N+](=O)[O-] (stereo not given) | 0 | 14 | 3 | 0.8 | 8 | 98 | 1 | -10 | -6 | 7
CCCN1CCC(=O)N([C@H](CO)c2ccccc2)CC1 | 8 | 2 | -6 | 0.1 | 3 | 91 | 1 | -3 | 1 | -3
CC(O)(c1ccccc1)c1nc(-c2ccc3c(c2)OCO3)cs1 (stereo not given) | -3 | -6 | -10 | 0.8 | 11 | 104 | 1 | 18 | . | -5
O=C(NCc1ccco1)c1cc(-c2cccs2)on1 | -4 | -6 | -3 | -1.1 | 8 | 96 | 15 | -64 | 5 | -4
CC(C(=O)N1CCN(C(=O)c2ccco2)CC1)n1sc2ccccc2c1=O (stereo not given) | 6 | -2 | 3 | -2.6 | -1 | 100 | -2 | 3 | -33 | -13
CCc1ccc(NC(=O)N(CCOC)C2CCN(C(C)=O)CC2)cc1 | 4 | -5 | -3 | -2.0 | 1 | 99 | 1 | -10 | 4 | -2
CCCSc1ccc([C@@H]2[C@H]3C(=O)N(C)C(=O)[C@H]3[C@]3(C(=O)OC)CCCN23)cc1OC | 3 | 11 | 2 | 1.9 | 4 | 104 | 1 | -11 | -6 | 8
CC(C)(C)OC(=O)[C@H](Cc1ccccc1)NC(=O)c1nc[nH]c1C(=O)N[C@@H](Cc1ccccc1)C(=O)OC(C)(C)C | -4 | 24 | 4 | -0.8 | 5 | 97 | -1 | -9 | 2 | -2
CCN(CC(=O)NCc1cccs1)C(=O)c1ccc(S(=O)(=O)Nc2ccccc2)cc1 | 8 | 3 | -5 | -1.2 | 2 | 98 | 1 | -23 | 2 | -14
SMILES | ABHD5-PLIN5 inh | Cardio protect | HTR2A ag | MC4R ag barr | MC4R antagonist | ABCB6 inh MLPCN | Glyco luc inh | SRC2 inh | TLR9-MyD88 block | NOD2-RIPK2 inh
CC(=O)/C=C/c1ccc(C)o1 | 8 | 3 | 3 | -1.5 | 7 | 100 | 0 | 5 | 9 | 4
C[C@@H](C(O)c1ccccc1)N(C)C(=O)CCc1ccccc1 (stereo not given in full) | 1 | 2 | -3 | -1.8 | 5 | 100 | 1 | 0 | 0 | -10
C/C(=N\N(c1ccccc1)c1ccccc1)c1ccc(N)cc1 | -21 | -6 | 1 | 1.7 | 3 | 100 | -1 | 15 | -6 | 0
NC(=O)c1ccsc1NC(=O)Cc1ccc([N+](=O)[O-])cc1 | -6 | 13 | -4 | 1.1 | 11 | 84 | 0 | -16 | -3 | 0
COc1ccc([C@@H]2CC=C(C(=O)O)[C@H](c3ccc(Br)cc3)N2S(=O)(=O)c2ccc(C)cc2)cc1OC | 0 | -13 | 2 | 0.3 | 1 | 100 | 0 | -17 | 1 | 2
CCOc1cc(CN2CCN(CCOCCO)CC2)ccc1OC | 0 | 0 | -1 | -2.4 | 1 | 94 | 1 | -10 | 1 | 9
CC(C)n1c(=S)[nH]c2scc(-c3cccs3)c2c1=O | -19 | 12 | -6 | -1.6 | 9 | 97 | 2 | -16 | -8 | -10
C/C(=C\C(=O)c1sccc1Cl)N(C)C | 2 | 0 | -3 | -0.4 | -1 | 99 | 2 | -16 | -2 | -3
O=C(c1ccc(=O)[nH]c1)N(Cc1cccs1)C1(C(=O)NC2CCCC2)CCCCC1 | 5 | 2 | 4 | -2.0 | 2 | 94 | 0 | -20 | 0 | -4
COc1cc(N=C2C(=O)N3c4c(cccc42)C(C)=CC3(C)C)cc(OC)c1 | -4 | -4 | 2 | 0.5 | -8 | 102 | 3 | 14 | -7 | 6
COc1ccc(OCC(=O)N/N=C(\C)CC(=O)Nc2ccc(NC(C)=O)cc2)cc1 | -3 | 0 | 13 | -3.8 | -1 | 99 | 1 | -1 | 3 | -1
Cc1noc(C)c1NC(=O)N(C)C[C@H]1Oc2ccc(NC(=O)NC(C)C)cc2C(=O)N([C@H](C)CO)C[C@H]1C | 13 | 0 | -1 | -0.8 | 6 | 87 | 2 | -6 | 1 | -10
O=C(NCC1CCCO1)C1CCN(C2CCN(Cc3cccs3)CC2)CC1 (stereo not given) | -2 | 2 | -1 | -0.2 | 6 | 101 | -1 | 18 | -3 | -3
CC(=O)c1cccc(-c2cnc3c(NC=O)cc(-c4ccccc4F)cn23)c1 | -4 | 59* | 9 | 20* | -8 | 96 | 4 | 8 | . | -5
FC(F)(F)c1cccc(NC(=S)NCc2ccccc2)c1 | -3 | -36 | -7 | 3.4 | 7 | 104 | -3 | 1 | 5 | -1
O=C(COc1ccc(F)cc1)Nc1ccc(S(=O)(=O)Nc2ncccn2)cc1 | -8 | -1 | 6 | 0.6 | 21 | 104 | 4 | 6 | -1 | -1
O=C(c1cccc(S(=O)(=O)N2CCOCC2)c1)N1CCOCC1 | 2 | -1 | 3 | -1.8 | 7 | 94 | 0 | -8 | -1 | -3
O=C(CCCCCNC(=O)N1CCn2c1nc1ccccc12)NCCc1ccccc1 | -7 | -1 | -9 | -1.3 | 7 | 97 | 0 | -17 | -14 | -10
CC(=O)c1cccc(N(CC(=O)NC2CCCC2)C(=O)c2csnn2)c1 | -7 | 2 | -2 | -1.4 | 19 | 100 | 1 | 5 | 2 | 2
COc1ccc(CNCC(O)(c2ccc(F)cc2)c2ccc(F)cc2)cc1OC | -8 | -13 | -7 | 1.3 | 5 | 96 | -5 | 14 | -13 | 2
O=C(Nc1cccc(-n2cnnn2)c1)c1cnccc1Cl | -1 | -4 | 2 | -2.8 | 14 | 98 | -1 | 2 | 2 | -9
COc1ccc(Nc2ncc3c(n2)CC(c2ccccc2)CC3=O)cc1 (stereo not given) | 0 | 4 | 6 | 0.7 | -3 | 97 | -3 | -14 | 8 | 4
COc1ccccc1Nc1nnc(SCc2nnc(-c3cc(OC)c(OC)c(OC)c3)o2)s1 | 0 | 21 | 10 | -0.3 | 8 | 96 | 2 | -23 | 9 | 2
CSc1ncc(-c2ccc(Cl)cc2)[nH]1 | -7 | -5 | -4 | -0.5 | 0 | 102 | -3 | -40 | 0 | 4
Cc1ccccc1NC(=O)C1CC(=O)N(c2ccccc2F)C1 (stereo not given) | -4 | 8 | 4 | -0.2 | 13 | 99 | 2 | 7 | -12 | -2
Cc1ccc(F)cc1CNC(=O)c1cc(COc2ccc3ncccc3c2)on1 | -1 | -19 | 2 | -1.2 | 17 | 96 | -7 | 21 | . | 9
CC(=O)Nc1ccc(N2CCOCC2)c(C(=O)Nc2cccc(C)c2)c1 | 3 | 3 | 5 | -4.1 | -4 | 100 | 7 | 0 | -13 | -4
CC1CCC/C(=C\Nc2ccc(O)cc2)C1=O (stereo not given) | -17 | -4 | 5 | 2.2 | 4 | 104 | 7 | -18 | 2 | -5
Cc1ccc(OCC(=O)NCc2n[nH]c(=O)c3ccccc23)cc1 | 0 | 71* | -3 | -0.5 | 6 | 92 | 0 | 14 | 1 | 5
NC(=S)N/N=C1/CCSc2ccc3ccccc3c21 | -11 | 2 | -2 | 1.1 | 17 | 87 | -2 | 14 | 3 | 23*

Screening data as filed in PubChem.
